High-throughput results: PubChem, several laboratories
Anthrax LF prot – Bacillus anthracis LF protease inhibitors, primary screen, biochemical, multiplex microsphere, MLPCN library; Lethal factor (Bacillus anthracis), P15917; multiplex microsphere protease cleavage assay; inhibition, % at 10 µM; actives 0.12% (n = 360,000); AID 588501, 2011; also: plate controls were buffer without enzyme for full effect and enzyme alone for no effect
Target sequence (P15917 whole entry, looked up): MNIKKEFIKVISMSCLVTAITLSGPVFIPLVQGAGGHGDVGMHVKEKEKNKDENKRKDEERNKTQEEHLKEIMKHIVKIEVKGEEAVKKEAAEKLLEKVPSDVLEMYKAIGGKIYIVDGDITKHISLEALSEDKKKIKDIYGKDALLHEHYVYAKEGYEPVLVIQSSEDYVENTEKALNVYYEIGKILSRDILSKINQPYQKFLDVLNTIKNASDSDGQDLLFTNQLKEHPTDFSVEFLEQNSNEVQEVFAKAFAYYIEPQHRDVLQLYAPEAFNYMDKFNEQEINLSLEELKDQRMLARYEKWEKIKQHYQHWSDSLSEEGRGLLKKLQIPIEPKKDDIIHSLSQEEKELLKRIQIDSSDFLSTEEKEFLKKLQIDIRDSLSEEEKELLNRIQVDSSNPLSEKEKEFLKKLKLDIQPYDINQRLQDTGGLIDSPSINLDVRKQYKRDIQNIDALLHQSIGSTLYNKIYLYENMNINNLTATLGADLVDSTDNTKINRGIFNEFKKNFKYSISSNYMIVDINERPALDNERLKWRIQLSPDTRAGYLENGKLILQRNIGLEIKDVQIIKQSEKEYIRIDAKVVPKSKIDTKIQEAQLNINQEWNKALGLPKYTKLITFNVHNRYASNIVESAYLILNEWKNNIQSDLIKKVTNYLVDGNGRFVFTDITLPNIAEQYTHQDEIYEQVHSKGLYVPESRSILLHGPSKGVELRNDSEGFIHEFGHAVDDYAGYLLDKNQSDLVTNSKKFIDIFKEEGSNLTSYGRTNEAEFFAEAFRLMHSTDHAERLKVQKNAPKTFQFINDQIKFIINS
BoNT F protease – BoNT/F light chain protease inhibitors, primary screen, biochemical, flow cytometry, MLPCN library; AID 588497, 2011; inhibition, % at 10 µM; Botulinum neurotoxin type F light chain protease (Clostridium botulinum); Multiplex microsphere protease cleavage assay; actives 0.22% (n = 360,000); in the data active = inhibition above about 35%, passing the limit was not always enough; inconclusive = no clear call, values can overlap the other calls; also: plate controls were buffer without enzyme for full effect and enzyme alone for no effect
BoNT-A LC inh2 – BoNT/A light chain protease inhibitors, primary screen, biochemical, flow cytometry, MLPCN library. Botulinum neurotoxin type A light chain protease (Clostridium botulinum A str. ATCC 3502). multiplex microsphere protease substrate cleavage. inhibition, % at 10 µM. actives 0.17% (n = 360,000); also: plate controls were buffer without enzyme for full effect and enzyme alone for no effect
FBA Mtb inh – Mtb FBA enzyme inhibitors, primary screen, biochemical, fluorescence, strain H37Rv; purified M. tuberculosis FBA, fluorescence read-out; inhibition, % at 1 µM; actives 2.3% (n = 360,000); AID 588726, 2011; in the data active = inhibition above about 27%;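 also: 0% = vehicle and 100% = reference inhibitor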
PfHsp40 yeast – rescue of yeast from PfHsp40 toxicity, primary screen, S. cerevisiae, ATP luminescence; S. cerevisiae expressing PfHsp40, growth rescue; growth rescue, % at 12.5 µM; actives 0.68% (n = 340,000); in the data active = growth rescue above about 28%, passing the limit was not always enough; inconclusive = no clear call, values can overlap the other calls;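 also: yeast W303a lacking pdr1 and pdr3 grown in galactose medium; growth measured after three days at 30 °C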
FadD28 FP inh – inhibitors of FadD28 bisubstrate probe binding, primary screen, biochemical, fluorescence polarization, single point. AID 588549, 2011. inhibition, % at 12.5 µM. Mycobacterium tuberculosis FadD28 fatty-acid-AMP ligase. actives 0.22% (n = 360,000); in the data active = inhibition above about 8.5%, passing the limit was not always enough; inconclusive = no clear call, values can overlap the other calls
Mtb BioA inh – M. tuberculosis BioA enzyme inhibitors, primary screen, biochemical, plate reader, single point, HTS; inhibition, % at 9.99 µM; actives 0.096% (n = 360,000); 7,8-diaminopelargonic acid synthase BioA (Mycobacterium tuberculosis); AID 602481, 2012; purified M. tuberculosis BioA enzyme; in the data active = inhibition above about 40%; inconclusive = no clear call, values can overlap the other calls
GDH-TPI counter – GDH-TPI coupling enzyme inhibitors, primary screen, artefact control for M. tuberculosis FBA inhibitor project, biochemical, absorbance, full deck. inhibition, % at 4.8 µM. AID 588335, 2011. GDH-TPI coupled enzyme counterscreen, NADH absorbance. actives 1.2% (n = 360,000); in the data active = inhibition above about 30%;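 also: 0% = DMSO wells and 100% = wells lacking the enzyme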
UGM FP inh – M. tuberculosis UGM enzyme inhibitors, primary screen, biochemical, fluorescence polarization, single point | UDP-galactopyranose mutase (Mycobacterium tuberculosis (strain ATCC 25618 / H37Rv)), … | purified UGM, fluorescence polarization probe displacement | actives 0.06% (n = 320,000) | inhibition, % at 10 µM; in the data active = inhibition above about 10%, passing the limit was not always enough; inconclusive = no clear call, values can overlap the other calls
An asterisk follows results filed as active; ? = inconclusive; . = not tested or not shown; + = active, no number. Rule as the data show it, unless noted: active = inhibition above about 30%; inconclusive = no clear call, values can overlap the other calls; inactive = below that.

SMILES	Anthrax LF prot	BoNT F protease	BoNT-A LC inh2	FBA Mtb inh	PfHsp40 yeast	FadD28 FP inh	Mtb BioA inh	GDH-TPI counter	UGM FP inh
CN(C)/C=N/c1nc2ncc(-c3ccc(Cl)cc3)c(/N=C/N(C)C)n2n1	0	0	-0.8	0	-1.5	-3.0	1.0	18	-1.4
O=C(c1cc(COc2ccc3c(c2)CCCC3)on1)N1CCCC1	-4	-7	-0.7	1	0.4	?	0.1	-5	0.4
CCC(CC)C(=O)N(C)c1c(C)nc2c(OCCOc3ccccc3)cccn12	0	-8	0.0	-3	.	0.8	1.6	3	.
Cc1cc(C)c(NC(=O)CN2CCN(C)CC2)c(C)c1	-9	-12	-1.7	-1	-0.4	0.7	-1.2	1	0.1
COc1ccccc1N(CC(=O)NCC1CCCO1)C(=O)CCC(=O)Nc1cc(C)on1 (configuration not stated)	1	3	-0.1	0	0.6	-0.6	-1.7	6	1.9
Cc1cc(C)cc(N2C(=O)C3CC=CCC3C2=O)c1 (configuration not stated)	1	7	0.8	1	0.9	-1.0	-0.8	-2	-0.3
C[C@@H](C(=O)Nc1cc(C(F)(F)F)ccc1N1CCOCC1)N1C(=O)C2CC=CCC2C1=O (some centres not stated)	-4	1	0.6	-2	-1.3	-2.4	.	3	.
Nc1cc(=O)[nH]c(SCc2ccc(Cl)cc2Cl)n1	-4	6	-2.9	0	0.8	-0.2	-0.9	-7	0.7
Cc1ccc(NC(=O)CC2CCCC2)c(Br)c1	11	2	1.4	0	0.0	.	.	-5	-0.7
COc1ccc(NC(=O)CN(C)C(=O)c2ccc(NS(=O)(=O)c3ccc(F)cc3)cc2)cc1	0	-5	1.6	-1	-1.7	0.1	-1.4	5	-2.6
Cc1cccc(CCNC(=O)c2cc(S(=O)(=O)N3CCCCC3)c[nH]2)c1	-4	-7	0.0	-2	1.0	-3.4	1.9	3	3.0
COc1cccc(NC(=O)CCCOc2cc(=O)n(C)c3ccccc23)c1	-6	10	0.4	5	0.9	2.1	.	6	-0.7
O=C(NNC(=O)c1ccccc1C(=O)O)c1ccc(O)cc1	-4	-4	-0.1	-2	-0.5	-0.5	-1.8	4	4.5
COc1cc(/C=C2\SC(=O)N(CC(=O)Nc3ccc(C)cc3)C2=O)cc(Cl)c1OCC(=O)O	0	28	0.4	-2	0.1	?	-1.2	33*	-0.4
CCCCNC(=O)c1onc(CSc2ccc(F)cc2)c1C(=O)O	11	6	-0.1	8	-0.4	0.2	-4.9	13	-0.4
CCCN(CCC)c1ccc(C(O)c2nnc(-c3ccccc3)o2)cc1 (configuration not stated)	-1	-4	0.4	2	-1.2	0.3	1.1	0	-2.1
Cc1ccc(NC(=O)Cn2ccsc2=N)c([N+](=O)[O-])c1	-7	-8	-0.5	-2	0.9	0.6	.	4	-0.7
CCOC(=O)C1=C(c2ccccc2)NC(=O)NC1c1ccc(OC)cc1OC (configuration not stated)	-5	12	3.5	2	-1.9	-0.8	.	7	3.0
CCOC(=O)C1CC(c2ccccc2)=NNC1=O (configuration not stated)	6	-1	0.1	0	-1.1	-2.2	.	4	-1.0
COc1cc(CNCCSc2nnnn2C)cc(Br)c1OCc1ccccc1F	4	-4	-0.4	1	1.0	-5.1	-1.0	1	1.8
COc1ccc(CCNC(=O)COC(=O)CSc2ccc([N+](=O)[O-])cc2)cc1OC	.	.	.	0	0.4	-2.2	0.5	14	0.8
Cc1c(Cl)c([N+](=O)[O-])nn1CC(=O)NCc1cccnc1	-4	2	-1.1	-1	-1.5	-2.2	.	-9	4.1
CCSc1nc(-c2ccc(OC)cc2)n(-c2nc3ccccc3s2)n1	10	-2	-0.1	3	-1.0	0.2	-0.5	4	-2.8
CCCCNC(=O)CC1Nc2ccccc2NC1=O (configuration not stated)	-5	-9	0.2	5	-0.6	-0.2	-2.0	17	0.6
COc1ccc(C(CNC(=O)c2ccccc2C)N2CCCC2)cc1 (configuration not stated)	6	16	-0.2	-1	0.9	-3.4	-0.6	-3	4.3
CCOc1cc(CNn2c(C)nnc2SCC(=O)NC(C)(C)C)ccc1OCC(=O)NC(C)(C)C	0	0	0.1	-3	-0.2	0.2	-2.9	-1	-1.4
COc1ccc(C(=S)N2CCOCC2)cc1OC(=O)c1cc([N+](=O)[O-])c(C)c([N+](=O)[O-])c1	-4	3	-0.3	-6	0.3	-1.2	-0.4	3	0.8
Fc1cccc(NC(=S)NCC(c2cccnc2)N2CCOCC2)c1 (configuration not stated)	-1	-5	-0.7	.	0.1	-2.7	.	.	-0.6
Cc1cccc(NC(=O)NCC2CCN(c3ccc(S(=O)(=O)N4CCOCC4)cc3)CC2)c1	-5	-2	-0.1	-3	-0.1	-1.5	-1.5	0	-0.6
Cn1cccc1/C=N/NC(=O)c1ccco1	1	6	0.3	3	0.1	0.1	.	34*	1.0
O=C(COc1cccnc1[N+](=O)[O-])Nc1ccc2c(c1)CCC2	-1	-6	-0.4	-3	0.4	-2.9	1.9	10	5.3
CC(C)(C)CN1CCNC(=O)C1CC(=O)NCCc1ccccc1C(F)(F)F (configuration not stated)	-2	-3	0.5	8	0.7	0.8	.	-1	2.8
Cc1sc(NC(=O)CN2CCOCC2)c(C#N)c1C	.	.	.	0	.	-2.0	-1.3	23	2.6
Cc1cc(OC(C)C(=O)NCCCN2CCOCC2)ccc1Cl (configuration not stated)	1	11	5.7	3	0.1	0.0	-1.5	1	1.8
Cc1noc(C)c1S(=O)(=O)Nc1ccc2c(c1)C(=O)N([C@H](C)CO)C[C@H](C)[C@@H](CN(C)C(=O)CCCN(C)C)OCCCC[C@@H](C)O2	0	0	-0.1	0	.	-1.0	-1.5	6	.
CCCNC(=O)/C=C/c1ccc(C(C)C)cc1	-3	1	-0.1	1	0.3	1.5	-5.9	-6	-0.7
O=C1c2ccc3c4c(ccc(c24)C(=O)N1c1cccc(O)c1)C(=O)N(c1cccc(O)c1)C3=O	-9	0	-1.2	3	-0.4	-3.4	-1.8	35*	0.0
COC(=O)COc1ccc(S(=O)(=O)N2CCCCCC2)cc1C	-11	-16	-3.5	3	0.0	-1.3	0.4	-2	2.6
O=C(OCc1ccc2c(c1)OCO2)c1cccc(S(=O)(=O)N2CCCCC2)c1	-14	-2	-0.4	-7	12	-4.1	-0.3	-7	-2.1
Cc1cc(C)cc(NC(=S)N(Cc2ccc(Cl)cc2)Cc2ccc(C(=O)O)cc2)c1	0	-6	-0.8	1	0.2	-0.4	3.4	2	1.2
CC1CCc2c(sc3c2C2=NS(=O)(=O)CCN2C=N3)C1 (configuration not stated)	0	8	-0.9	-2	0.3	-1.2	-1.8	4	-0.6
CCOc1ccc(Oc2ccccc2NC(=O)CCc2nc3ccccc3c(=O)[nH]2)cc1	-6	0	-0.1	-2	.	-3.2	2.4	0	.
O=C1OC(NC(=O)c2ccccc2)C(n2cc(CO)nn2)=C1Cl (configuration not stated)	4	-7	2.2	2	-0.8	-4.0	-1.2	-4	1.5
CCOC(=O)N1CCN(C(=O)c2cccc(NC3=NC4CS(=O)(=O)CC4S3)c2)CC1 (configuration not stated)	2	5	?	2	-2.4	-0.6	0.3	14	-1.0
N=c1c(C(=O)NCc2ccc(F)cc2)cc2c(=O)n3ccccc3nc2n1CC1CCCO1 (configuration not stated)	0	6	2.4	+	-1.1	-2.9	-1.8	13	-1.3
COC(=O)c1c(-c2ccncc2)csc1NC(=O)c1ccoc1C	-3	-8	-1.4	0	-0.5	0.0	0.0	25	-1.7
CC(=O)Nc1ccc(NS(=O)(=O)c2cc(-c3cnc(C4CC4)o3)ccc2C)cc1	-1	-9	0.0	0	-0.3	-3.2	-2.1	-4	-1.4
Cc1ccc(NC(=O)CCCC(=O)O)c(-c2nc3ccccc3[nH]c2=O)c1	-3	-37	-2.1	1	-1.2	-3.7	-1.0	16	-0.9
CCCC[C@@H]1CNCCN1CCCc1cc(OC)c(OC)c(OC)c1	-8	-4	-0.7	0	-1.0	-4.7	1.0	1	-0.4
CCn1nnc(NC(=O)c2cccnc2)n1	-4	-10	-0.5	2	-1.6	-0.5	-0.1	15	-0.9
COc1ccc(NC(=O)c2ccc(-c3c(C)noc3C)c3ccoc23)cc1	-9	-8	-0.8	-2	.	-5.7	6.2	8	.
CCN1CCN(c2ccc(NC(=O)CCc3c(C)nc4c(-c5ccccc5)c(C)nn4c3C)cc2)CC1	-20	-28	-0.8	0	-1.3	0.8	1.5	8	2.4
CCOc1ccc(N2C(=O)CN=C2Nc2ccccc2Cl)cc1	-6	-1	-0.3	-5	0.7	-1.4	-5.2	11	-0.8
COc1cccc(-c2nc(NCC3CCCO3)c3ccccc3n2)c1O (configuration not stated)	-4	-10	-2.0	3	3.6	1.4	0.2	11	-1.5
COc1ccccc1NC(=O)CSc1nnc2ccc(-c3cccnc3)nn12	-2	-2	-0.7	-1	0.1	-0.2	-2.1	6	-1.0
O=C(NNC(=O)c1ccccc1Cl)c1ccncc1	-11	-32	-3.5	3	1.4	-1.6	-1.5	4	.
CN1CCN(C(=O)c2cccc(S(=O)(=O)N3CCCCC3)c2)CC1	-8	3	1.6	1	-0.6	0.2	-2.1	11	-1.7
CCOC(=O)C1=C(C)NC(C)=C(C(=O)OCC)C1C1=COCCO1	-1	-15	0.2	-6	-1.3	-4.1	-1.1	8	0.2
CCS(=O)(=O)N1CCC(C(=O)NCCN2CCOCC2)CC1	-4	-5	-0.9	-2	-1.2	-3.1	.	3	.
COc1cccc(OC)c1C(=O)N[C@@H]1C(=O)N2[C@@H]1SC(C)(C)[C@@H]2C(=O)O	8	1	-0.2	-3	-0.3	-2.6	-0.5	1	.

Carrying on.
SMILES	Anthrax LF prot	BoNT F protease	BoNT-A LC inh2	FBA Mtb inh	PfHsp40 yeast	FadD28 FP inh	Mtb BioA inh	GDH-TPI counter	UGM FP inh
COc1ccc(N(C)C(=O)C2CCN(S(=O)(=O)c3cccc4nonc34)CC2)cc1	1	-2	-0.8	1	0.5	-1.7	-0.8	0	-2.0
CCOc1ccc(CN2CCNC(=O)C2CC(=O)O)cc1 (configuration not stated)	-5	-4	-2.1	4	-1.4	-1.7	.	11	0.2
NC(=O)c1ccccc1OCC(=O)Nc1cccnc1Cl	-13	2	-0.1	-1	-1.7	-3.5	1.8	5	1.3
N#Cc1c(NC(=O)c2ccc(Cn3cc(Br)cn3)o2)sc2c1CCCCC2	-4	-2	0.4	0	-1.4	0.5	-4.4	23	-1.2

Record cards, from the list above. Screens in order: Anthrax LF prot	BoNT F protease	BoNT-A LC inh2	FBA Mtb inh	PfHsp40 yeast	FadD28 FP inh	Mtb BioA inh	GDH-TPI counter	UGM FP inh
`O=C(NNC(=O)c1ccccc1Cl)c1ccncc1` is listed with -11	-32	-3.5	3	1.4	-1.6	-1.5	4	.
`Cc1ccc(NC(=O)Cn2ccsc2=N)c([N+](=O)[O-])c1` is listed with -7	-8	-0.5	-2	0.9	0.6	.	4	-0.7
`COc1cccc(OC)c1C(=O)N[C@@H]1C(=O)N2[C@@H]1SC(C)(C)[C@@H]2C(=O)O` is listed with 8	1	-0.2	-3	-0.3	-2.6	-0.5	1	.
`O=C(NNC(=O)c1ccccc1C(=O)O)c1ccc(O)cc1` is listed with -4	-4	-0.1	-2	-0.5	-0.5	-1.8	4	4.5
`COc1ccc(CCNC(=O)COC(=O)CSc2ccc([N+](=O)[O-])cc2)cc1OC` is listed with .	.	.	0	0.4	-2.2	0.5	14	0.8
